Screening results deposited in PubChem BioAssay by Icahn School of Medicine at Mount Sinai.
ROC1-CUL1 inh: inhibitors of human ROC1-CUL1 ubiquitin ligase activity | E3 ubiquitin-protein ligase RBX1 (Homo sapiens) + Cullin-1 (Homo sapiens), P62877+Q13616 | in vitro K48 di-Ub FRET, acceptor:donor ratio, 45 min | inhibition, % at 10 µM | 140,000 tested, 0.6% active | AID 1347404, 2020; in the data active means inhibition above about 25%
Target sequence (P62877 whole entry, looked up): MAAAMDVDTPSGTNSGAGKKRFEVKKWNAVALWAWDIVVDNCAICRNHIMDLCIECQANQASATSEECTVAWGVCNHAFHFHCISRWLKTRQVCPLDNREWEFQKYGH
Target sequence (Q13616 whole entry, looked up): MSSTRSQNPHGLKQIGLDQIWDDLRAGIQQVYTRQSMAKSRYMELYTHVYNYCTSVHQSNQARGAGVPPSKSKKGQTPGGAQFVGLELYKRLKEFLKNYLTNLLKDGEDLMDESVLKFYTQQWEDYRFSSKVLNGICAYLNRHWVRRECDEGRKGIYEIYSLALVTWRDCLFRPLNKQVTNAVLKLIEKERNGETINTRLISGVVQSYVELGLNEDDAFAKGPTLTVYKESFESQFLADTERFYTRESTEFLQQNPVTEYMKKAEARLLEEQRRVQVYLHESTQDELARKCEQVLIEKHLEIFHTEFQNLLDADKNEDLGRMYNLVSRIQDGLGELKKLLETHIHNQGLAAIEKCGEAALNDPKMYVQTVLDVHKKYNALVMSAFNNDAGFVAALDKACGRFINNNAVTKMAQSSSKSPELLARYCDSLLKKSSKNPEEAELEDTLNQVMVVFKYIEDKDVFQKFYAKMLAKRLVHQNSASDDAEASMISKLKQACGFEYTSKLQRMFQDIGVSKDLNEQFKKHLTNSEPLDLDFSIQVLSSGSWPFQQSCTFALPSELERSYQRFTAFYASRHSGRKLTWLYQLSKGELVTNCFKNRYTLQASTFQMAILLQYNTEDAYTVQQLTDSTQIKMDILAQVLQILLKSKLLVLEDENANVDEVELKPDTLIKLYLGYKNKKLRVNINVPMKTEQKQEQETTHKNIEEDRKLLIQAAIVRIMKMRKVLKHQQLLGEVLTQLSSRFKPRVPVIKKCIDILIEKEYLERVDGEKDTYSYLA
* marks the source's active call; other numbers are inactive results. A portion of the library, so the mix of outcomes need not match the whole.

SMILES	ROC1-CUL1 inh
CCOC(=O)c1ccccc1NC(=O)N1CCC(CN2CCCCC2)CC1	-4
CCOC(=O)c1c(-c2ccc(OC)cc2)csc1NC(=O)c1ccc(OC(C)C)cc1	1
CCc1nn(CCCC(=O)NCc2ccc(C)cc2)c(=O)c2cc3occc3n12	4
O=C(NC1CCSC1=O)c1cc([N+](=O)[O-])cc([N+](=O)[O-])c1 (stereo not drawn)	6
Cc1c(NC(=O)c2ccc(Cl)cc2)cc(S(=O)(=O)c2ccc(Cl)cc2)c(O)c1C	-8
CCOc1ccc(NS(=O)(=O)c2ccc3c(c2)C(=O)C(C(=O)NCCOC)C=N3)cc1 (stereo not drawn)	1
COc1ccc(CCC(=O)NC2CC(=O)N(c3ccc(C)cc3)C2)cc1 (stereo not drawn)	-13
c1ccc2c(c1)CCc1snnc1-2	5
COc1c(Cl)ccc(Cl)c1C(=O)Nc1sc2c(c1C(N)=O)CCCC2	-5
CC(C)(C)NC(=O)Cc1ccccc1Cl	-8
CN1CCn2c(nc3c2C(=O)c2ccccc2C3=O)C1	-6
CCCC(=O)Nc1ccccc1OCc1cc(=O)n2cc(C)ccc2n1	0
Cc1ccc(NC(=O)c2sc3ncccc3c2N)cc1C	-4
CN(C)CCCN1C(=O)c2cccc3cccc1c23	-5
CCN(C(=O)Cn1nc(Cc2ccncc2)c2ccccc2c1=O)c1ccc(OC)cc1	-6
COc1cc(/C=N/NC(=O)c2ccccc2[N+](=O)[O-])c([N+](=O)[O-])cc1OC	-4
O=c1c2c(cnn1-c1ccccc1)SC(c1ccccc1)S2 (stereo not drawn)	2
O=C1NC(=O)C(=Cc2ccc(OCc3ccc(F)cc3)cc2)C(=O)N1	6
CCOc1cccc(C(=O)N2CCN(Cc3ccc(F)cc3)CC2)c1	-2
Cn1c(SCC(=O)Nc2ccccc2F)nnc1-c1cccc(NC(=O)c2ccccc2Cl)c1	-2
O=C(CC1CC1)N(Cc1cccnc1)CC1CCN(C2CCCC2)CC1	-3
COC(=O)CCCC(=O)N1CCCC(CCc2ccccc2F)C1 (stereo not drawn)	2
COc1ccc(OC)c(NC(=O)c2cnc(N3CCCC3)nc2C)c1	-3
CCOC(=O)c1c(C)[nH]c(CCC(=O)Nc2cc(C)ccc2OC)c1C	4
FC(F)(F)c1nnc2sc(Cc3ccccc3Cl)nn12	0
COC(=O)C1C(C)=Nc2nnnn2C1c1cccnc1 (stereo not drawn)	5
COc1cc(C)c(C(=S=O)S(=O)(=O)c2ccc3ccccc3c2)c(C)c1C(C)C	0
CCCCc1ccc(-n2nnc(C(=O)NC3CCCC3)c2C)cc1	-6
CC1=C(/C(=N/O)c2ccccc2)OC2C=c3oc(=O)c(-c4ccccc4)c(C)c3=CC12 (stereo not drawn)	1
Cc1ccc(NC2=NC(=S)N(CC(N)=O)C23CCC(C(C)(C)C)CC3)cc1 (stereo not drawn)	3
CCOc1ccc(CNC(=O)c2cnc(SC)nc2CC)cc1	-1
CC(C)N(C)C(=O)CC1(c2cccc(F)c2)CC(=O)N(C2CCCC2)C1=O (stereo not drawn)	-10
O=C(O)CCCc1c(-c2ccccn2)[nH]c2cc(Cl)cc(Cl)c12	-3
CCOC(=O)C1CC(OC2CCCCC2)C(c2ccccc2)=NC(=O)C1=O (stereo not drawn)	-3
CCOC(=O)Nc1ccc2c(c1)N(C(=O)CCN(CC)CC)c1ccccc1CC2	4
Cc1cc(C)nc(NS(=O)(=O)c2ccc(NC(=O)CN3C(=O)/C(=C\c4ccc(Cl)cc4)SC3=S)cc2)n1	9
Cc1ccc(C)n1-c1sc2c(c1C#N)CCCC2	-5
CC(C)OCCCn1c(=O)c2ccccc2n2c(-c3ccc(F)cc3)nnc12	-1
Clc1ccc2nc(-c3ccc(Br)cc3)cn2c1	-9
Cc1ccc(S(=O)(=O)Oc2ccc(C(c3c(C)[nH]n(-c4ccccc4)c3=O)c3c(C)[nH]n(-c4ccccc4)c3=O)cc2)cc1	-3

By substructure, those above containing a thiophene ring, fused or not.
SMILES	ROC1-CUL1 inh
CCOC(=O)c1c(-c2ccc(OC)cc2)csc1NC(=O)c1ccc(OC(C)C)cc1	1
COc1c(Cl)ccc(Cl)c1C(=O)Nc1sc2c(c1C(N)=O)CCCC2	-5
Cc1ccc(NC(=O)c2sc3ncccc3c2N)cc1C	-4
Cc1ccc(C)n1-c1sc2c(c1C#N)CCCC2	-5

The list continues.
SMILES	ROC1-CUL1 inh
Cc1ccc(N2C(=O)C3C(c4ccc([N+](=O)[O-])cc4)OC4(C(=O)c5ccccc5C4=O)C3C2=O)cc1 (stereo not drawn)	6
Cc1ccc(NC(=O)C(Cc2ccco2)=NC(=O)c2ccc(Br)o2)cc1	9
CN(C)CCC1(C#N)c2ccccc2CSc2ccccc21 (stereo not drawn)	5
Cc1ccc(NC(=O)c2sc(-n3nc(C)c(CCC(C)C)c3C)nc2C)cc1C	5
Cc1cccc(C)c1NC(=O)CCS(=O)(=O)c1ccc2c(c1)CC(C)N2C(=O)C1CC1 (stereo not drawn)	-2
Cc1nc2nc(CC(=O)N3CCN(c4ccc(F)cc4)CC3)nn2c(C)c1Cl	0
CSc1ncc(Cl)c(C(=O)Nc2nc3ccc(F)cc3s2)n1	-9
O=c1[nH]c2ccc(Cl)cc2c(-c2ccccc2)c1N1CCN(CCO)CC1	1
C#CCn1c(=O)n(CC)c(=O)c2ccccc21	9
COc1cc(OC)c(NC(=O)c2c(N3CCCC3=O)c3cc(C)ccc3n2C)cc1Cl	-6
CC(=O)c1ccc(NC(=O)CCc2c(C)nn(-c3ccc(N4CCCCC4)nn3)c2C)cc1	4
COc1ccc(OCC(=O)NC(=S)Nc2sc(C)c(C)c2C(N)=O)cc1	-2
O=C(c1ccccc1)c1oc(-c2ccccc2)c(C(=O)c2ccccc2)c(=O)c1-c1ccccc1	-6
CCCCn1c(CN(C)C(C)C)cnc1S(=O)(=O)CCCC(C)C	3
Cc1csc(C(C)N(C)C(=O)c2cc(NS(=O)(=O)N(C)C)cc3nc(CC(C)C)n(C)c23)n1 (stereo not drawn)	1
CCOC(=O)c1cc(CC)n(C)c(=O)c1C#N	12
O=c1[nH]c(=O)n(-c2cc(Br)c(O)c(Br)c2)cc1Br	3
Cc1ccc(NC(=O)CC2NC3CCCCC3NC2=O)c(C)c1 (stereo not drawn)	-6
CCCOc1ccc(OC(=O)c2sc3ncn(Cc4cccc(F)c4)c(=O)c3c2C)cc1	2
Cc1cccc(C(=O)Nc2nnc(CC(=O)N/N=C/c3ccc4c(c3)OCO4)s2)c1	-6
O=C(O)c1cc(NS(=O)(=O)c2cc(Cl)ccc2Cl)ccc1O	7
FC(F)(F)c1cc(-c2ccccc2)nc2cc(-c3ccccc3)nn12	0
O=C(NCc1c(-n2cccc2)sc2c1CCCC2)Nc1cccc(C(F)(F)F)c1	-3
O=C(Cc1ccccc1Cl)NNC(=O)Nc1cccc(C(F)(F)F)c1	2
CCc1ccc2oc(-c3ccc(C)c(NC(=O)c4cc5ccccc5o4)c3)nc2c1	6
O=C(/C(=C\c1cccnc1)c1nc2ccccc2o1)c1ccccc1	3
OC1c2ccccc2CCc2ccc3ccccc3c21 (stereo not drawn)	-6
Cc1ccc(C)c(NC(=O)Nc2cccc(-c3cn4cccnc4n3)c2)c1	-5
CCC(C(=O)Nc1ccc(C(C)C)cc1)n1nc(C)n2c(cc3cc(C)ccc32)c1=O (stereo not drawn)	-1
COCC1CCCN(C(=O)c2cc(COc3cc(C)ccc3C)on2)C1 (stereo not drawn)	0

Exported as a markdown table: 25 of the compounds above
| molecule | ROC1-CUL1 inh |
| --- | --- |
| CN(C)CCC1(C#N)c2ccccc2CSc2ccccc21 (stereo not drawn) | 5 |
| Cc1ccc(NC(=O)c2sc(-n3nc(C)c(CCC(C)C)c3C)nc2C)cc1C | 5 |
| Cc1cccc(C)c1NC(=O)CCS(=O)(=O)c1ccc2c(c1)CC(C)N2C(=O)C1CC1 (stereo not drawn) | -2 |
| Cc1nc2nc(CC(=O)N3CCN(c4ccc(F)cc4)CC3)nn2c(C)c1Cl | 0 |
| CSc1ncc(Cl)c(C(=O)Nc2nc3ccc(F)cc3s2)n1 | -9 |
| O=c1[nH]c2ccc(Cl)cc2c(-c2ccccc2)c1N1CCN(CCO)CC1 | 1 |
| C#CCn1c(=O)n(CC)c(=O)c2ccccc21 | 9 |
| COc1cc(OC)c(NC(=O)c2c(N3CCCC3=O)c3cc(C)ccc3n2C)cc1Cl | -6 |
| CC(=O)c1ccc(NC(=O)CCc2c(C)nn(-c3ccc(N4CCCCC4)nn3)c2C)cc1 | 4 |
| COc1ccc(OCC(=O)NC(=S)Nc2sc(C)c(C)c2C(N)=O)cc1 | -2 |
| O=C(c1ccccc1)c1oc(-c2ccccc2)c(C(=O)c2ccccc2)c(=O)c1-c1ccccc1 | -6 |
| CCCCn1c(CN(C)C(C)C)cnc1S(=O)(=O)CCCC(C)C | 3 |
| Cc1csc(C(C)N(C)C(=O)c2cc(NS(=O)(=O)N(C)C)cc3nc(CC(C)C)n(C)c23)n1 (stereo not drawn) | 1 |
| CCOC(=O)c1cc(CC)n(C)c(=O)c1C#N | 12 |
| O=c1[nH]c(=O)n(-c2cc(Br)c(O)c(Br)c2)cc1Br | 3 |
| Cc1ccc(NC(=O)CC2NC3CCCCC3NC2=O)c(C)c1 (stereo not drawn) | -6 |
| CCCOc1ccc(OC(=O)c2sc3ncn(Cc4cccc(F)c4)c(=O)c3c2C)cc1 | 2 |
| Cc1cccc(C(=O)Nc2nnc(CC(=O)N/N=C/c3ccc4c(c3)OCO4)s2)c1 | -6 |
| O=C(O)c1cc(NS(=O)(=O)c2cc(Cl)ccc2Cl)ccc1O | 7 |
| FC(F)(F)c1cc(-c2ccccc2)nc2cc(-c3ccccc3)nn12 | 0 |
| O=C(NCc1c(-n2cccc2)sc2c1CCCC2)Nc1cccc(C(F)(F)F)c1 | -3 |
| O=C(Cc1ccccc1Cl)NNC(=O)Nc1cccc(C(F)(F)F)c1 | 2 |
| CCc1ccc2oc(-c3ccc(C)c(NC(=O)c4cc5ccccc5o4)c3)nc2c1 | 6 |
| O=C(/C(=C\c1cccnc1)c1nc2ccccc2o1)c1ccccc1 | 3 |
| OC1c2ccccc2CCc2ccc3ccccc3c21 (stereo not drawn) | -6 |

(more compounds)
SMILES	ROC1-CUL1 inh
CC1(C)C2CCC1(CS(=O)(=O)NC1CCCCC1)C(=O)C2 (stereo not drawn)	0
O=C(c1nc(-c2ccc(Cl)cc2)n2c1CCCCC2)N1CCN(c2ccccc2)CC1	-5
COc1cc(OC)c(OC)cc1CNCCCSc1nnnn1C	0
Cc1ccc(S(=O)(=O)Nn2c(C)ccc2C)cc1	-5
CCc1ccccc1NC(=O)Cn1c(=O)oc2ccccc21	-3
CCOC(=O)c1c(-c2ccc(F)cc2)csc1NC(=O)CN1C(=O)c2ccccc2C1=O	4
Cc1oc(-c2ccc(C(=O)NCCCOC(C)C)cc2)nc1CS(=O)(=O)c1ccccc1	-6
CN(CC1CCN(CCc2ccc(Cl)cc2)CC1)C(=O)CCN1CCCCC1=O	2
CC(C)c1ccc(NC(=O)CSc2nnc(C(NC(=O)c3ccccc3)C(C)C)n2C)cc1 (stereo not drawn)	-1
CCc1ccccc1N1CC(C(=O)N2CCOCC2)CC1=O (stereo not drawn)	-6
CCOC(=O)c1c(C)oc2nc(C)nc(NCc3ccc(C)cc3)c12	4
Cc1ccc(NC(=O)c2ccc(C(C)(C)C)cc2)c(S(=O)(=O)O)c1	6
COc1ccc(CCCC(=O)Nc2c(C)cc(Br)cc2C)cc1	-1
Cc1c(NC(=O)Nc2cccc(C(F)(F)F)c2)sc2nc3n(c(=O)c12)CCC(C)CC3 (stereo not drawn)	-1
O=C1CC(C(=O)Nc2cccc(Cl)c2)N=C(N2CCCCC2)N1 (stereo not drawn)	0
CCNC(=S)N1c2ccccc2N=C2CC(C)(C)CC(=O)C2C1c1ccc(N(C)C)cc1 (stereo not drawn)	3
CC(C)CCOc1ccc(C(=O)Nc2sc3c(c2C#N)CCCCC3)cc1	-2
COCCn1c(CNC(=O)c2cccc(N(C)C)c2)nc2cccnc21	3
O=C1NN(c2ccccc2)C(=O)/C1=C/c1ccc(-c2cccc(F)c2)o1	-9
Cc1nnc2sc(-c3cccc(C(F)(F)F)c3)nn12	2
COc1cccc(-c2csc(NC(=O)c3ccc(Cl)cc3)n2)c1	-3
Cc1ccc2ccc3cc(C(=O)Nc4ccc(C)c(F)c4)nc3c2[nH]1	4
O=C1NC(=O)N(c2ccc(Cl)cc2)C2=NC(=O)C(NS(=O)(=O)c3ccccc3)(C(F)(F)F)C12 (stereo not drawn)	8
O=C1c2ccccc2C(=O)N1OCCCCNC(=O)C(F)(F)F	8
Cc1c(N=Cc2c[nH]c3ccccc23)cccc1[N+](=O)[O-]	-11
NC(=O)C1CCN(S(=O)(=O)c2cc3c(cc2Cl)NC(=O)CO3)CC1	3
Fc1nc(F)c(F)c(NN2CCOCC2)c1F	8
CCNC(=O)c1cn(CCc2ccccc2)cc(C(=O)N2CCN(c3ccccc3)C(=O)C2)c1=O	6
CC(=O)c1cc2c(cc1NC(=O)c1ccc(Br)cc1)OCO2	1
c1ccc(-n2cnc3ccccc32)nc1	4
CC1(C)Nc2ccccc2-c2c1ssc2=Nc1ccc(Cl)c(Cl)c1	6
CCCC(C(=O)O)N1C(=O)/C(=C/c2ccc(F)cc2)SC1=S (stereo not drawn)	7
CCOc1ccc(NC(=O)NCc2ccc3c(c2)CCN3C(C)=O)cc1	-4
